Lipid storage S3: qHTS Assay for Lipid Storage Modulators in Drosophila S3 Cells. Drosophila S3 cells, BODIPY lipid droplet fluorescence, 18-24 h; cells fed with added oleic acid. Potency in µM for hits, for the others lipid storage change, negative = inhibition, % at the top dose, mostly 46.1 µM. hit rate 0.64% among 320,000. AID 2685; active means well fitted inhibition curve with a large enough effect in the signal ratio, with a control signal flat, not every such curve was filed as active; inconclusive means small, poorly fitted or top-dose-only effect, or effect the other way, or a change in a side signal; the % refers to the signal ratio
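Drosophila S3 cells loaded with oleic acid (400 uM, as added) and compounds at several concentrations; lipid droplets imaged by 488-nm laser-scanning cytometry, 500–530 nm intensity and object ratio to cell channel. Percent activity normalized to 20 uM Triacsin C.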
Lipid storage S3 cell count max: second read-out of Lipid storage S3, no call of its own (marks repeat the call); cell number change, %; measured here: cell count max response;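 cells counted by Cell Tracker Red CMTPX staining in the red channel; peak over a dose series mostly up to 46.1 µM; percent activity relative to internal control wells on each plate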
* = called active by the depositor; i = inactive; u = inconclusive; x = not tested or not shown; [ ] = dose if it differs, or a comment. On the % scale 0 is the no-effect control and ±100 the full control effect; potency means the concentration at half of the fitted maximal effect. This is a subset; the hit share may differ from the screen's.

Compound | Lipid storage S3 | Lipid storage S3 cell count max
COc1cccc(NC(=O)CN(C)C(=O)CC2CC3CCC2C3)c1 (stereo not drawn) | 21.7% | 14.1
O=S(=O)(c1ccc(NC(=S)NC2CCCC2)cc1)N1CCCC1 | u | x
COc1ccc(NC(=O)CSc2nnc(CCC(=O)O)c(=O)n2N)cc1 | u | x
O=C(NCc1ccncc1)c1cc(C(=O)C2CC2)c[nH]1 | u | x
O=C(CSc1nnc(CNC(=O)c2cccc(C(F)(F)F)c2)o1)NC1CCCC1 | u | x
CCOC(=O)c1n[nH]c(=O)c2ccccc12 | 6.8% | -14.5
CC(C)(C)CN1C(N)=NC[C@@H]1Cc1ccc(O)cc1 | -11.8% | 10.8
CC(C)c1ccc(N(C(=O)c2snc(C(N)=O)c2N)C(C(=O)NCC2CCCO2)c2ccc(N(C)C)cc2)cc1 (stereo not drawn) | u | x
COc1ccc(-n2nc(C(=O)NCC(=O)Nc3ccccn3)c3ccccc3c2=O)cc1Cl | u | x
O=C(NCC1CCCO1)c1ccccc1NS(=O)(=O)c1cccs1 (stereo not drawn) | -7.5% | -13.2
CC(=O)N1N=C(c2cccc(O)c2)CC1c1cccs1 (stereo not drawn) | u | x
COc1ccccc1-n1c(SCC(N)=O)nnc1-c1ccc(S(=O)(=O)N2CCCCC2)cc1 | 0.7% | -0.1
CN(C)CCCN1C(=O)C(=O)/C(=C(/O)c2ccncc2)C1c1cccnc1 (stereo not drawn) | u | x
O=c1c2c3c(sc2nc2sc(CN4CCCCC4)cn12)CCCC3 | i | 3.5
CNS(=O)(=O)c1cccc(C(=O)OCC(=O)N(Cc2ccccc2)C(C)(C)C)c1 | -29.5% | x

Exported with two lines to a compound: 2 of the compounds above.
Under each structure – Lipid storage S3 | Lipid storage S3 cell count max
- COc1ccc(-n2nc(C(=O)NCC(=O)Nc3ccccn3)c3ccccc3c2=O)cc1Cl
    u | x
- O=C(NCC1CCCO1)c1ccccc1NS(=O)(=O)c1cccs1 (stereo not drawn)
    -7.5% | -13.2

(further entries)
Compound | Lipid storage S3 | Lipid storage S3 cell count max
Cc1ccc2cccnc2c1N | u | x
CCOC(=O)c1sc(-c2cccs2)nc1C | u | x
NC(=O)c1cc2cc(Cl)ccc2oc1=O | 19.6% | 4.9
CCc1ccc(CN2CCN(S(=O)(=O)Cc3ccccc3)CC2)cc1 | u | x
O=S(=O)(NCCOc1ccccc1F)c1cccc(Br)c1 | 14.9% | 2.1
O=C(O)c1ncn(Cc2ccccc2)c1C(=O)O | u | x
CNc1nc(N(C)C)nc(N(C)C)n1 | 4.8% | 1.1
COc1cc(NC(=S)NCCc2ccccc2)c(OC)cc1NC(=O)CC(C)C | -3.8% | 0.3
O=c1c(-c2ccc(Br)cc2)[n+]([O-])c2ccccc2n1OCc1ccccn1 | u | x
Cc1cc(C)c2c(N)c(C(=O)Nc3ccc([N+](=O)[O-])cc3)sc2n1 | 12.0% | 24.4
FC(F)(F)c1nc(SCc2ccc(Cl)cc2Cl)n[nH]1 | 0.7% | x
COc1ccc(/C=N/NC(=S)Nc2cc(S(=O)(=O)N3CCOCC3)ccc2N2CCOCC2)cc1O | u | x
COc1ccc(C(C(=O)NC2CCCC2)N(C(=O)c2snc(C(N)=O)c2N)c2cccc(O)c2)cc1 (stereo not drawn) | i | 5.7
OCCNCc1ccc(OC2CCCC2)cc1 | u | x
O=S(=O)(c1cccs1)N1CCN(Cc2cccc(F)c2)CC1 | u | x

Later entries
Compound | Lipid storage S3 | Lipid storage S3 cell count max
CCOC(=O)c1ccc(Nc2nc(N)c3cc(OC)c(OC)cc3n2)cc1 | u | x
CCOC(=O)C1=C(CC)Nc2ccccc2N=C1NC(=O)c1cccc(S(=O)(=O)N2CCCC2)c1 | u | x
CC1=C(C(N)=O)C(c2ccc(F)cc2)n2nc(CCCO)nc2N1 (stereo not drawn) | u | x
Cc1ccc(C)c(CSC2=NCCN2C(=O)Cc2ccc([N+](=O)[O-])cc2)c1 | u | x
CCCNS(=O)(=O)c1cc(CN2C(=O)c3cccnc3C2=O)ccc1OC | u | x
Cc1ccc(S(=O)(=O)c2nc(NCCN(C)C)sc2Cl)cc1 | 4.4% | -13.8
CC(NC(=O)CSC1=NCCS1)c1ccccc1 (stereo not drawn) | u | x
Cc1ccc(-c2[nH]ncc2/C=N/n2c(COc3ccccc3)nc3ccccc3c2=O)cc1 | u | x
COc1ccc(S(=O)(=O)N2CCC(C(=O)NC3(C)CCS(=O)(=O)C3)CC2)cc1OC (stereo not drawn) | i[0.0737 µM] | -12.5
CCc1ccc(OC)c(-c2csc(N)n2)c1 | 21.0% | 1.4
CCCCN(CC)C(=O)Cc1ccccc1OC | u | x
Cc1sc2nc(SCC(=O)NCCCO)n(-c3ccccc3)c(=O)c2c1C | u | x
COc1ccc(Cl)cc1-c1nc(SCC(=O)NC(C)C)n[nH]1 | u | x
COc1ccc(OCC(=O)NNC(=O)c2ccc3c(=O)n4c(nc3c2)CCC4)cc1 | 2.6% | 15.9
CCOc1cc(C(=O)Nc2cc(C)ccc2OC)ccc1OCC(=O)N1CCCCC1 | u | x

Brought forward from above: four compounds, followed by the next part.
Compound | Lipid storage S3 | Lipid storage S3 cell count max
Cc1sc2nc(SCC(=O)NCCCO)n(-c3ccccc3)c(=O)c2c1C | u | x
COc1ccc(Cl)cc1-c1nc(SCC(=O)NC(C)C)n[nH]1 | u | x
COc1ccc(OCC(=O)NNC(=O)c2ccc3c(=O)n4c(nc3c2)CCC4)cc1 | 2.6% | 15.9
CCOc1cc(C(=O)Nc2cc(C)ccc2OC)ccc1OCC(=O)N1CCCCC1 | u | x
COc1ccc2c(c1)CCc1cn3ncc(C#N)c3nc1-2 | -2.7% | 3.9
CSCCC(NC(=O)c1ccccc1Cl)C(=O)N1CCCCC1 (stereo not drawn) | u | x
COc1ccc(CCNC(=O)C2(C)CCC(=O)N2Cc2ccc(C)cc2)cc1OC (stereo not drawn) | i | x
Cc1cc(C)n(-c2nc3ccccc3nc2Nc2ccc3c(c2)OCO3)n1 | 9.2% | 3.1
CCC(=O)Nc1nonc1-c1nc2ccccc2n1Cc1cccc2ccccc12 | 11.9% | 9.2
CC(C)OC(=O)CSc1nnnn1-c1ccc2c(c1)OCCO2 | 28.2% | 4.0
O=C1OC(c2ccccc2)=C/C1=C/N1CCOCC1 | u | x
Cc1cccnc1NC(=O)C(c1ccccc1)c1ccccc1 | u | x
C/C(=N\NC(=O)C1CC1c1ccccc1)c1cccc([N+](=O)[O-])c1 (stereo not drawn) | u | x
CC(C)(C)NC(=O)Cn1c(=O)n(CC(=O)NC(C)(C)C)c2ccccc21 | 0.0% | -18.1
O=C(CSc1nc(=O)[nH]c2c1CCCC2)Nc1cc(C(F)(F)F)cc(C(F)(F)F)c1 | u | x
COc1ccccc1NC(=O)c1ccc(C(=O)Nc2ccccc2OC)nc1 | u | x
COc1ccc(NC(=O)COc2ccc(C)cc2)c([N+](=O)[O-])c1 | -6.6% | 0.6
COc1cc2[nH]c(C(=O)NCc3ccccc3)cc2c(OC)c1OC | u | x
CCN(CC(=O)NCc1ccc(Cl)cc1)C(=O)CSc1ccccc1 | 21.5% | x

(further entries)
Compound | Lipid storage S3 | Lipid storage S3 cell count max
COc1ccc2oc(C(=O)OCC(=O)Nc3ccc(NC(C)=O)cc3)c(C)c2c1 | u | x
COc1ccc(C(=O)Nc2ccc(S(=O)(=O)Nc3onc(C)c3C)cc2)cc1 | u | x
CCCCn1nc(NC(=O)COC)c2cc3ccc(C)cc3nc21 | 9.1% | 5.7
COc1ccc(N2CCN(C(=O)CN=C3NS(=O)(=O)C(c4ccc(C)cc4)=C3C)CC2)cc1 | i | x
O=C(CN1C(=O)c2ccccc2C1=O)Nc1nccs1 | u | x
Cc1cc(C)cc(NC(=O)C2(c3cccs3)CCOCC2)c1 | u | x
NC(=O)c1ccccc1NC(=O)Cc1cccs1 | u | x
Cc1nc2sc(C(c3cccs3)N3CCC(C(N)=O)CC3)c(O)n2n1 (stereo not drawn) | 2.2% | -1.1
Cc1ccccc1Nc1nc(N)nc(COC(=O)CCNS(=O)(=O)c2ccccc2)n1 | u | x
CCn1c2ccccc2c2nc3cc(C(=O)O)ccc3nc21 | 0.581µM* | -24.2*
CCN(c1ccc(NC(=O)CCNC(=O)c2ccco2)cc1)C(C)C | u | x
CCOC(=O)Cn1nc(C)c(NC(=O)COc2ccc(F)cc2F)c1C | 6.6% | -2.4
O=C(N/C(=C/c1cn(-c2ccccc2)nc1-c1ccccc1)C(=O)N1CCOCC1)c1ccccc1 | 4.9% | -0.5
CN1CCN(c2ccc(S(=O)(=O)N3CCCCC3)cc2NC(=O)c2ccc(C#N)cc2)CC1 | 8.6% | -10.2
CC(CN1CCCC1)OC(=O)c1ccccc1Cl (stereo not drawn) | u | x

Carrying on:
Compound | Lipid storage S3 | Lipid storage S3 cell count max
Cc1cc(CNC(=O)C(C)n2cc([N+](=O)[O-])cn2)c2ccccc2n1 (stereo not drawn) | 1.2% | 4.1
COc1ccc(C(=O)NC(=S)NCc2ccc(-c3nc4ccccc4o3)cc2)cc1OC | u | x
Cc1ccc(Cn2c(=N)c(S(=O)(=O)c3ccc(C)cc3)cc3c(=O)n4ccccc4nc32)cc1 | u | x
CCN1C(=O)CC(Sc2ccccc2N)C1=O (stereo not drawn) | i | -9.5
COc1ccccc1CNS(=O)(=O)c1ccc(C)cc1 | u | x
CCN(C(=O)CSc1nc2n[nH]c(C)c2c(=N)n1-c1ccc(Cl)c(C)c1)c1cccc(C)c1 | i | x
COc1ccc(-n2c(SCC(=O)N3CCCC3)nc3ccccc3c2=O)cc1 | u | x
CN1CCN(CC(=O)N2c3ccccc3C(C)(c3ccc(Cl)cc3)CC2(C)C)CC1 (stereo not drawn) | u | x
Cc1ccc(SCCNC(=O)c2ccc(CN3CCOCC3)cc2)cc1 | 8.3% | 11.3
COc1ccccc1NC(=O)c1ccc(NC(=O)CSc2ncccn2)cc1 | u | x
CCOC(=O)c1c(S(=O)(=O)N2CCCC(C)C2)c(C)n(C)c1C (stereo not drawn) | u | x
CC(=O)n1c(=O)c2ccccc2c(=O)n1-c1ccccc1 | -5.3% | -10.0
COc1ccc(/C=C(\C#N)C(=O)NCC(c2ccc(F)cc2)N2CCOCC2)cc1 (stereo not drawn) | -14.9% | -6.6
CN(C)CC(C)(C)CNC(=S)Nc1cc(S(=O)(=O)N2CCOCC2)ccc1Cl | u | x
COc1ccc(CCNC(=O)c2ccc(CNc3c(N4CCOCC4)c(=O)c3=O)cc2)cc1OC | i | x

Next part
Compound | Lipid storage S3 | Lipid storage S3 cell count max
Cc1ccc(-c2csc3ncnc(N4CCN(S(=O)(=O)c5cccs5)CC4)c23)cc1 | u | x
O=C(NCc1ccc2c(c1)OCO2)c1ccc(Cl)c(S(=O)(=O)N2CCOCC2)c1 | u | x
O=C(COc1ccc2ccccc2c1Br)N1CCOCC1 | 2.5% | 1.8
O=C(NCc1ccncc1)C1CCCN(S(=O)(=O)c2cc(Cl)ccc2Cl)C1 (stereo not drawn) | -3.1%[0.0737 µM] | x
C[C@@H]1CCC[C@H](C)N1NC(=O)c1ccc(Cl)c(S(N)(=O)=O)c1 | 9.0% | 6.9
O=[N+]([O-])c1cc(S(=O)(=O)N2CCCCC2)ccc1NCCCN1CCOCC1 | u | x
COC(=O)c1cccc(CN2C(=O)SC(Nc3ccccc3)C2=O)c1 (stereo not drawn) | 6.3% | 1.5
CN1CCC(OC(=O)c2cc3cc(Cl)cc(Cl)c3oc2=O)CC1 | u | x
CCOC(=O)CSc1nnc(NC(=O)c2cccc(S(=O)(=O)N3CCCCCC3)c2)s1 | 10.6% | 8.0
CCOC(=O)c1nn(-c2ccc(F)cc2)c(-c2ccccc2)c1C(=O)c1ccccc1 | -10.9% | -9.5
O=S(=O)(Nc1cc(S(=O)(=O)N2CCOCC2)ccc1NCC1CCCO1)c1ccc(F)cc1 (stereo not drawn) | u | x
COc1ccc(-c2cn(-c3ccccc3)nc2C(=O)O)cc1OC | 13.5% | -9.7
CC(C)c1nnc(NC(=O)C2CCN(C(=O)Nc3ccccc3)CC2)s1 | 62.6% | 9.4
Cc1ccc(S(=O)(=O)N2CCOCC2)cc1C(=O)NC1CCSc2ccccc21 (stereo not drawn) | 10.4% | -0.9
CCOc1ccc(N2C(=O)CC(NCC#N)C2=O)cc1 (stereo not drawn) | u | x

New compounds follow.
Compound | Lipid storage S3 | Lipid storage S3 cell count max
CC1(c2nnc(-c3ccc(Cl)cc3)o2)CC(c2c(Cl)cccc2Cl)=NO1 (stereo not drawn) | u | x
O=C(Nc1ccc(OC(F)(F)F)cc1)c1ccc(S(=O)(=O)N2CCOCC2)o1 | u | x
O=C(O)CSc1c(O)c2ccccc2[nH]c1=O | u | x
O=C(NCC(c1ccco1)N1CCOCC1)c1c(F)cccc1F (stereo not drawn) | -8.4% | -6.2
Cc1[nH]nc2cn[nH]c12 | 13.4% | -11.2
CC(NC(=O)C(C)(C)C)c1nc2ccccc2n1C (stereo not drawn) | u | x
COc1cc(/C=N/N=C(/N)c2nonc2N)cc(Br)c1OCc1ccccc1C | u | x
C=CCSc1nnc2c(n1)OC(c1cccnc1)Nc1ccccc1-2 (stereo not drawn) | 0.2% | -15.6
CC1CCCC(C)N1C(=O)CSc1nnnn1Cc1ccccc1 (stereo not drawn) | 23.8% | 18.0
O=C1CCCN1CCCNc1ncnc2sccc12 | u | x
COc1ccc2c(c1)c(C(=O)N/N=C/c1ccc(Cl)cc1)c(C)n2C | u | x
CN1CCN(CCCNC(=O)CCCOc2cc(=O)n(C)c3ccccc23)CC1 | 3.3% | 11.7
CCCCOCCCn1cnc2c([nH]c3cc(OC)ccc32)c1=O | 18.6% | -13.1

Bioassay records (PubChem)
